# From PubChem BioAssay
# Rac1 GTP hydrolysis: MgcRacGAP GTPase-activating activity inhibitors, confirmation, biochemical, ADP Hunter fluorescence; MgcRacGAP-stimulated Rac1 GTP hydrolysis, ADP Hunter fluorescence; higher % means a stronger effect; GST-tagged Rac1 F28L mutant substrate; inhibition, % at 30 µM, or IC50 in µM where a hit was titrated; 340,000 compounds, 0.6% hits; AID 624330;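 active means first-screen hits whose inhibition reached a set limit at any dose in the follow-up dose series; inconclusive means inhibition above the set first-screen limit but never retested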;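 further: fluorescence reports GDP produced by GAP-driven GTP hydrolysis; strong numbers were not always called active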
# NS5 inhibitors: Dengue-2 NS5 methyltransferase inhibitors, primary screen, biochemical, confirmation dose response (AID 588689); 340,000 compounds, 0.3% hits; one-dose inhibition, % at 25 µM; IC50 in µM for titrated hits; Dengue-2 NS5 methyltransferase capping enzyme assay, biochemical; higher % means a stronger effect; in the data active means a potency from the dose series; inconclusive means inhibition above about 29% without an active follow-up result
# RSV CPE inhibition: inhibition of RSV-induced cytopathic effect – HEp-2 cells, primary 10 µM value included (AID 2391); HEp-2 cells, RSV-induced CPE inhibition; higher % means a stronger effect; one-dose CPE inhibition, % at 10 µM; IC50 in µM for titrated hits; 310,000 compounds, 0.13% hits; in the data active means a potency from the dose series; inconclusive means CPE inhibition mostly from about 23% at the one dose, without a potency; inactive means the rest, 99 in 100 with CPE inhibition below about 21%; further: strong numbers were not always called active
# PhoP inhibition: PhoP-dependent GFP reporter repression – Salmonella Typhimurium, primary screen (AID 1863); S. Typhimurium PhoP-regulated promoter GFP reporter, 4 h; higher % means a stronger effect; inhibition, % at 50 µM, or IC50 in µM where a hit was titrated; 300,000 compounds, 0.16% hits;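 active means inhibition over 29.93%, a cutoff 3 SD above the screen mean, later confirmed by dose response; inconclusive means inhibition over 29.93% but no dose response follow-up; inactive means inhibition at most 29.93% or unconfirmed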;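 further: 0% = low Mg2+ inducing control and 100% = high Mg2+ repressing control; strong numbers were not always called active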
# LYP phosphatase: PTPN22 lymphoid phosphatase activity blockers – biochemical, fluorescence intensity, uHTS (AID 1779); recombinant LYP phosphatase, fluorescence intensity; higher % means a stronger effect; 290,000 compounds, 0.054% hits; inhibition, % at 11.5 µM; hits with a dose series show IC50 in µM; in the data active means inhibition above about 50%;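 further: plate controls were vehicle with enzyme for no effect and no enzyme for full effect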
# West Nile antiviral: West Nile virus antiviral activity, cell-based, CPE readout (AID 1621); West Nile virus-infected cells, CPE inhibition; higher % means a stronger effect; one-dose CPE inhibition, % at 10 µM; IC50 in µM for titrated hits; 290,000 compounds, 0.02% hits; in the data active means a potency from the dose series; inconclusive means CPE inhibition mostly from about 3.7% at the one dose, without a potency; inactive means the rest, 99 in 100 with CPE inhibition below about 2.2%; further: strong numbers were not always called active
# Large T inhibition: TAg ATPase/helicase activity blockers – biochemical (AID 1903); SV40 large T antigen ATPase/helicase inhibition assay; higher % means a stronger effect; 310,000 compounds, 0.39% hits; one-dose inhibition, % at 20 µM; IC50 in µM for titrated hits; in the data active means a potency from the dose series; inconclusive means inhibition mostly from about 32% at the one dose, without a potency; inactive means the rest, 99 in 100 with inhibition below about 32%; further: strong numbers were not always called active
# GPR35 arrestin U2OS: GPR35 antagonists blocking zaprinast-driven arrestin recruitment, primary screen, imaging, U2OS, beta-arrestin-GFP, zaprinast agonist (AID 2058). U2OS GPR35 beta-arrestin-GFP translocation imaging, zaprinast antagonism; higher % means a stronger effect. inhibition, % at 10 µM, or IC50 in µM where a hit was titrated. 290,000 compounds, 0.052% hits;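 active means inhibition of at least 50% with at least 30 cells and total cytoplasm GFP at most 10,000,000; inconclusive means under 30 cells or total GFP of 10,000,000 plus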
# CSM14.1 death rescue: rescue of cells from ER stress-induced death, primary screen, 384-well, CSM14.1, thapsigargin, ATP luminescence (AID 1222); one-dose cellular ATP content (survival), % at 20 µM; EC50 in µM for titrated hits; CSM14.1 thapsigargin-induced death rescue, ATP luminescence; higher % means a stronger effect; 190,000 tested, under 10 active;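 active means EC50 below 50 µM in the dose-response confirmation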;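 further: death triggered by thapsigargin at about 15 µM added after 2 h compound pretreatment; cell ATP read after overnight thapsigargin exposure of roughly 18 to 22 hours; normalized against plate controls of thapsigargin alone and 5% DMSO vehicle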
# The depositor's hits bear a star; ? = inconclusive; · = not tested or not shown.
entry	compound	Rac1 GTP hydrolysis	NS5 inhibitors	RSV CPE inhibition	PhoP inhibition	LYP phosphatase	West Nile antiviral	Large T inhibition	GPR35 arrestin U2OS	CSM14.1 death rescue
1	Cn1cnnc1SCC(=O)N1N=C(c2ccc(Cl)cc2)CC1c1ccco1 (centres undefined)	4%	-6%	1.9%	9%	-10%	-1.0%	21%	-2%	-1.0%
2	O=C(CSc1nc2ccccc2n1CCc1ccccc1)NC1CCS(=O)(=O)C1 (centres undefined)	13%	2%	0.4%	8%	-4%	-0.2%	0%	-11%	2.3%
3	CCN1C(=O)c2ccccc2S(=O)(=O)c2ccc(C(=O)NC(C)C)cc21	5%	0%	2.5%	-6%	-3%	-0.6%	6%	-1%	·
4	Cc1cc(C(=O)OCC(=O)NC(C)(C)C)c2ccccc2n1	8%	-2%	0.9%	-6%	0%	·	0%	-26%	-4.5%
5	Cc1ccc(N2CC(C(=O)N/N=C/c3sccc3C)CC2=O)cc1 (centres undefined)	1%	1%	0.5%	-6%	-6%	-0.3%	23%	16%	0.9%
6	O=C(c1nn2c(C(F)(F)F)cc(-c3ccc(F)cc3)nc2c1Cl)N1CCOCC1	10%	-10%	3.5%	2%	-7%	-0.5%	-2%	-4%	-1.4%
7	CCNc1nc(NCC)n2c(SCC(=O)Nc3cccc(Cl)c3)nnc2n1	-3%	-6%	-1.8%	-5%	·	·	5%	·	·
8	COc1ccccc1CNC(=O)CN(c1ccc(C)cc1)S(=O)(=O)c1c(C)nn(C)c1C	-1%	0%	1.3%	1%	-2%	-0.7%	9%	9%	-3.5%
9	CC(=O)c1ccc(NC(=O)C2CC(=O)Nc3nc4ccccc4n32)cc1 (centres undefined)	1%	-2%	-0.6%	-3%	-7%	0.2%	6%	-8%	·
10	COC(=O)C1=C(C)C(c2ccc(OC)cc2)NC(=S)N1 (centres undefined)	10%	-15%	1.5%	-4%	2%	0.0%	12%	2%	-0.8%
11	Cc1cc(NC(=O)NC2CCCN2S(=O)(=O)c2ccc(Cl)cc2)no1 (centres undefined)	8%	-1%	-0.4%	-5%	-7%	0.2%	6%	-12%	-2.2%
12	O=C(Nc1nncs1)c1cccc(S(=O)(=O)N2CCCC2)c1	-1%	-6%	1.2%	-1%	-4%	-0.1%	3%	-16%	·
13	CN1CCN(C(=O)/C(=C\c2ccccc2)c2ccccc2)CC1	7%	-3%	1.2%	-2%	-1%	-0.3%	1%	-7%	-3.3%
14	Cc1ccc(Cl)cc1NC(=O)COc1ccccc1	9%	-8%	0.8%	-4%	-4%	-0.5%	6%	6%	·
15	Cn1nc(NC(=O)CC23CC4CC(CC(C4)C2)C3)c2c(F)cccc21	8%	-9%	·	-6%	-11%	0.0%	12%	-6%	·
16	COc1ccccc1OCCCCN1CCCCC1	4%	-6%	-0.5%	2%	-8%	-0.7%	2%	4%	·
17	CCNC(=S)Nc1ccc(C)c(Cl)c1	3%	-13%	2.5%	0%	-5%	0.3%	6%	10%	-3.0%
18	Clc1ccc2nc(N3CCCCC3)[nH]c2c1	5%	-1%	-0.3%	23%	-1%	0.3%	16%	5%	-4.2%
19	CCOc1ccc(-c2csc(NC(=O)CSC3=NC(=O)CN3C(C)=O)n2)c2ccccc12	-5%	-7%	15%	17%	1%	-0.5%	2%	13%	3.2%
20	CCN(CC)S(=O)(=O)c1ccc(-c2nnc(SCc3nnc(-c4ccc(C)cc4)o3)n2CC)cc1	-1%	-4%	2.2%	-7%	-5%	-0.6%	12%	5%	-1.4%
21	Nc1nnn(CC(=O)N/N=C/c2ccccc2Cl)n1	·	·	2.6%	-5%	-5%	-0.2%	10%	6%	·
22	CCOc1cc(/C=C2\C(=O)N(c3cccc(C(F)(F)F)c3)C(=O)c3ccccc32)ccc1O	18%	-3%	3.2%	25%	-4%	0.0%	9%	-8%	-6.1%
23	CCOC(=O)N1CCC(N2Cc3cccc(C(=O)NCc4ccccc4OC)c3C2=O)CC1	7%	-7%	14%	-5%	0%	-0.2%	14%	2%	2.7%
24	COc1ccc(C(=O)c2c(-c3cccc(C)c3)oc3ccc(N4CCOCC4)cc23)cn1	2%	-6%	0.9%	·	-7%	-1.3%	-4%	-7%	·
25	Cn1c(-c2ccccc2)c(/C=N/NC(=O)c2cccnc2)c2ccccc21	6%	4%	1.0%	-1%	3%	-0.6%	5%	-15%	-1.4%
26	O=C(O)c1ccccc1C(=O)N1CCN(C(=O)c2ccccc2Cl)CC1	3%	·	1.1%	-4%	-8%	0.5%	8%	-10%	-1.3%
27	Cc1ccc([C@@H]2CC=C(C(=O)O)CN2S(=O)(=O)c2ccccc2C)cc1	4%	3%	1.2%	9%	·	·	0%	·	·
28	COC(=O)c1ccc(N2CCN(C)CC2)c(NC(=O)c2sc3ccccc3c2Cl)c1	-14%	-7%	-1.7%	-5%	·	-0.9%	0%	·	·
29	Cc1ccc(S(=O)(=O)c2nc(C)oc2NCc2ccccc2)cc1	·	·	-0.2%	-2%	3%	-0.4%	13%	-4%	-1.7%
30	COc1cccc(OCC(O)CNC(=O)c2oc3c(C)c(C)ccc3c2C)c1 (centres undefined)	17%	-4%	?	11%	-9%	-0.9%	1%	10%	·

# Brought forward from above: 2 compounds, followed by the next part.
entry	compound	Rac1 GTP hydrolysis	NS5 inhibitors	RSV CPE inhibition	PhoP inhibition	LYP phosphatase	West Nile antiviral	Large T inhibition	GPR35 arrestin U2OS	CSM14.1 death rescue
29	Cc1ccc(S(=O)(=O)c2nc(C)oc2NCc2ccccc2)cc1	·	·	-0.2%	-2%	3%	-0.4%	13%	-4%	-1.7%
30	COc1cccc(OCC(O)CNC(=O)c2oc3c(C)c(C)ccc3c2C)c1 (centres undefined)	17%	-4%	?	11%	-9%	-0.9%	1%	10%	·
31	CCOc1ncccc1C(=O)N1CCN(c2cccc(C)c2C)CC1	7%	-1%	·	7%	-2%	-0.3%	1%	21%	·
32	O=C(NCCc1c[nH]c2ccccc12)/C(=C\c1cccnc1)NC(=O)c1ccccc1F	-1%	-2%	6.6%	-5%	-8%	0.5%	8%	21%	·
33	CCOC(=O)C1CCCN(S(=O)(=O)c2ccc3ccccc3c2)C1 (centres undefined)	4%	1%	20%	-4%	-8%	-0.2%	10%	-7%	·
34	Cn1c(C(=O)OC(C(=O)NC2CCCCC2)c2cccnc2)cc2sccc21 (centres undefined)	7%	-2%	2.9%	-5%	-5%	-0.4%	13%	11%	2.6%
35	Nc1nonc1C(=O)NCCN=Cc1ccccc1O	6%	5%	1.7%	24%	-3%	0.2%	2%	-3%	5.4%
36	Cc1ccccc1OCC(=O)N/N=C/c1ccc2c(c1)OCCO2	6%	-7%	4.0%	0%	1%	-1.3%	3%	4%	-0.1%
37	CCOC(=O)c1c(C)nn(-c2ccc(NC(=O)c3cccs3)cc2)c1C	7%	-1%	10.0%	0%	-6%	0.6%	0%	-1%	·
38	CC(C)C(NC(=O)CNC(=O)OC(C)(C)C)C(=O)NCc1ccccc1 (centres undefined)	4%	-9%	-0.1%	-8%	-7%	-0.3%	9%	-8%	-1.5%
39	COC(=O)c1ccc(NS(=O)(=O)c2cc3c4c(c2)CCN4C(=O)CC3)cc1	14%	-1%	4.0%	-2%	·	·	6%	·	·
40	COc1ccc(NC(=O)c2cc3ccccc3o2)cc1	12%	8%	1.6%	-2%	2%	0.2%	10%	12%	-3.1%
41	COc1cccc(Nc2nc3ccccc3n3nnnc23)c1	6%	-8%	8.2%	5%	-6%	-1.2%	6%	-10%	-1.1%
42	O=c1oc(-c2cccc(C(F)(F)F)c2)nn1-c1ccc(C(F)(F)F)cn1	7%	-5%	2.8%	-6%	-1%	0.0%	19%	-1%	·
43	CC(=O)Nc1ccc(N(C(=O)CNC(=O)c2cccs2)C(C(=O)NCC2CCCO2)c2ccccc2)cc1 (centres undefined)	4%	-2%	0.3%	1%	-13%	0.4%	6%	-18%	·
44	O=C(Nc1ccc2c(c1)OCO2)N1CCN(c2ccccc2)CC1	8%	0%	2.6%	2%	-6%	-0.7%	5%	-14%	-0.6%
45	Cc1cc(C(=O)OCC(=O)N(CC(C)C)c2c(N)n(Cc3ccccc3)c(=O)[nH]c2=O)c2ccccc2n1	-9%	4%	-1.5%	-5%	·	·	7%	·	·
46	Nc1ccc(C(=O)OCCCc2nc3ccccc3[nH]2)cc1	10%	-9%	0.4%	6%	2%	-0.1%	5%	24%	-2.0%
47	COc1ccc(COn2nnc3ccc(S(=O)(=O)N4CCOCC4)cc32)cc1F	-10%	5%	-1.6%	-3%	·	·	-24%	·	·
48	O=C(Cn1nnc2ccccc21)N1CCCCC1	7%	-4%	0.8%	4%	2%	0.6%	31%	16%	-1.5%
49	O=C1NC[C@H](Cc2ccccc2)N(CCc2cccc(F)c2)C1=O	9%	-7%	3.4%	-1%	0%	0.1%	0%	-2%	·
50	COC(=O)c1ccccc1NC(=O)C1CC(=O)N(C2CCCCC2)C1 (centres undefined)	5%	-2%	1.4%	14%	-2%	-0.1%	-2%	-11%	-0.2%
51	O=C(Nc1cccc(Cl)c1)c1ccc2c(c1)OCCO2	6%	-9%	?	2%	-7%	-0.8%	4%	15%	·
52	Cc1nc(C)c(C(=O)Nc2ccc(Oc3ccccc3)cc2)o1	4%	-8%	-1.3%	-1%	-1%	0.2%	6%	2%	1.1%
53	COc1cc2c(cc1OC)CN(C(=O)C(C)(C)C)CC2	6%	-2%	0.1%	-3%	0%	0.2%	-2%	2%	-1.4%
54	CCOc1ccc(C(=O)NC(=S)Nc2ncccc2C)cc1[N+](=O)[O-]	5%	-4%	1.0%	-7%	-6%	0.7%	6%	8%	-2.8%
55	COc1ccccc1NC(=S)N(C(C)C)C(C)c1ccccn1 (centres undefined)	2%	-4%	1.3%	-11%	-11%	0.2%	5%	-21%	-1.7%
56	Cc1occc1C(=O)NCc1ccc(C(=O)O)o1	2%	-2%	-0.3%	-6%	-6%	·	6%	0%	-4.5%
57	CC1(C)Cc2c(C#N)c(SCCO)nc(N3CCOCC3)c2CO1	6%	0%	-0.1%	-5%	-6%	-0.3%	5%	-12%	·
58	COc1cc(C(=O)NCc2nnc(SCC(=O)Nc3ccc4c(c3)OCO4)o2)cc(OC)c1OC	17%	0%	0.5%	5%	-8%	1.8%	1%	-6%	0.6%
59	Cc1cnc(NC(=O)[C@H](C)N2C(=O)C3CCCCC3C2=O)s1 (some centres undefined)	1%	-4%	0.8%	8%	-1%	-0.6%	7%	4%	1.9%
60	COc1ccc(CN2CCN(C3CCSCC3)CC2CCO)c(C)c1C (centres undefined)	-2%	-7%	-0.5%	5%	-8%	-0.1%	-11%	9%	-2.1%
